# M1AAP inhibition – P. falciparum M1AAP inhibitors, biochemical, fluorogenic H-Leu-NHMec substrate, 1536-well (AID 1445) | actives 0.42% (n = 220,000) | inhibition, % at 30 µM; hits with a dose series show IC50 in µM | Aminopeptidase N (Plasmodium falciparum (isolate 3D7)) | recombinant M1AAP, H-Leu-NHMec fluorogenic kinetic assay; higher % means a stronger effect;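 active = primary inhibition above the hit cutoff, then over 50% inhibition at one or more dose response concentrations, cut at about 23% in these data, passing the limit was not always enough; inconclusive = conflicting primary data, or primary hits not chosen for dose response; inactive = low primary inhibition, or under 50% at every dose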;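 note: plate controls were DMSO full reaction for no effect and no enzyme background for full effect; strong numbers were not always called active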
# XIAP displacement – XIAP antagonists, biochemical, IAP family, fluorescence polarization (AID 1018) | XIAP BIR domain, fluorescence polarization peptide displacement; higher % means a stronger effect | E3 ubiquitin-protein ligase XIAP (Homo sapiens) | displacement, % at 20 µM, or IC50 in µM where a hit was titrated | actives 0.007% (n = 200,000); in the data active = displacement above about 50%; note: a part of the inactive calls stands beside numbers as strong as those of hits
# Hep lipid drop – inhibitors of hepatocyte lipid droplet formation, primary screen, imaging, high-throughput imaging, BODIPY stain. AML12 mouse hepatocytes, oleate lipid droplets. inhibition, % at 6.5 µM. actives 0.4% (n = 240,000). AID 1656, 2009;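 active = lipid droplet intensity inhibited by at least 50%, with more than 500 cells counted; inconclusive = wells with under 300 cells, treated as cytotoxic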
#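 Test system: AML12 hepatocytes (mouse); reagent: oleate loading, 100 µM; dosing: one dose, 6.5 µM compound; incubation: overnight exposure; signal: fluorescence imaging, 20x objective, two fields per well; read-out basis: % inhibition of corrected integrated BODIPY droplet signal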
# NOD2 inhibition – NOD2 signaling inhibitors, cell-based, luminescence, uHTS, HEK293 (AID 1566); actives 0.63% (n = 290,000); inhibition, % at 4 µM, or EC50 in µM where a hit was titrated; HEK293 NOD2/NF-kB luciferase reporter, luminescence; higher % means a stronger effect; note: many of its hits are not listed in these tables
# AID2073 – inhibitors of Mint1-CaV2.2 protein interaction, biochemical, HTRF (AID 2073) | actives 0.19% (n = 290,000) | one-dose inhibition, % at 20 µM; IC50 in µM for titrated hits | Voltage-dependent N-type calcium channel subunit alpha-1B (Homo sapiens) | HTRF protein-protein interaction, Mint1-CaV2.2; higher % means a stronger effect; in the data active = inhibition mostly above about 51%, no sharp cut-off; inconclusive = no clear call, values can overlap the other calls; inactive = mostly below about 53%; note: some results filed as inactive read as strong as hits
# CSM14.1 death rescue – rescue of cells from ER stress-induced death, primary screen, 384-well, CSM14.1, thapsigargin, ATP luminescence (AID 1222); CSM14.1 thapsigargin-induced death rescue, ATP luminescence; higher % means a stronger effect; one-dose cellular ATP content (survival), % at 20 µM; EC50 in µM for titrated hits; 190,000 tested, under 10 active;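 active = EC50 below 50 µM in the dose-response confirmation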;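 note: death triggered by thapsigargin at about 15 µM added after 2 h compound pretreatment; cell ATP read after overnight thapsigargin exposure of roughly 18 to 22 hours; normalized against plate controls of thapsigargin alone and 5% DMSO vehicle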
# LYP inhibition – inhibitors of LYP phosphatase, biochemical, fluorescence intensity, uHTS (AID 1779) | recombinant LYP phosphatase, fluorescence intensity; higher % means a stronger effect | actives 0.054% (n = 290,000) | one-dose inhibition, % at 11.5 µM; IC50 in µM for titrated hits | Tyrosine-protein phosphatase non-receptor type 22 (Homo sapiens);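 note: plate controls were vehicle with enzyme for no effect and no enzyme for full effect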
# Siah-1 displacement – Siah-1 peptide-binding antagonists, primary screen, biochemical, fluorescence polarization, rhodamine-plectin, uHTS (AID 1817). E3 ubiquitin-protein ligase SIAH1 (Homo sapiens). Siah-1 / rhodamine-plectin peptide fluorescence polarization; higher % means a stronger effect. one-dose displacement, % at 20 µM; IC50 in µM for titrated hits. actives 0.02% (n = 290,000);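 active = displacement of at least 50% at 20 µM, with a fluorescence ratio check between 0.3 and a set limit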;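 note: plate controls were Siah plus tracer with DMSO for no effect and tracer alone without Siah for full effect; strong numbers were not always called active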
# M17LAP inhibition – P. falciparum M17LAP inhibitors, primary screen, biochemical, fluorogenic H-Leu-NHMec substrate, 1536-well (AID 1619); actives 0.38% (n = 220,000); recombinant M17LAP, H-Leu-NHMec fluorogenic kinetic assay; higher % means a stronger effect; inhibition, % at 30 µM, or IC50 in µM where a hit was titrated; Leucine aminopeptidase (Plasmodium falciparum (isolate 3D7));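 active = compound inhibiting the enzyme by more than half at any dose during confirmatory dose-response retesting; inconclusive = strong single-dose inhibitors picked by rank but not retested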;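 note: plate controls were full reaction with DMSO carrier for no effect and no enzyme background for full effect; strong numbers were not always called active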
# Hep lipid drop cells 6.5 µM – recorded beside Hep lipid drop, whose call it bears; cell count; measured here: cell count, cytotoxicity flag;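 cells counted across two imaged fields per well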
# * marks the source's active call; other numbers are inactive results; ? = inconclusive; / = no result given. Cut-off read from the data, not from the text of the source, unless noted: active = inhibition above about 50%; inactive = the rest. These rows are one share of the data, so the mix of outcomes need not match the whole.
SMILES,M1AAP inhibition,XIAP displacement,Hep lipid drop,Hep lipid drop cells 6.5 µM,NOD2 inhibition,AID2073,CSM14.1 death rescue,LYP inhibition,Siah-1 displacement,M17LAP inhibition
COc1ccccc1CNS(=O)(=O)c1ccc2c(c1)N(C(C)=O)CCO2,/,/,-21,740,-15%,8%,/,0%,-9%,/
CCOC(=O)NC1(C(F)(F)F)C(=O)NC(C)=C1C(=O)OC (stereo not drawn),8%,-6.4%,/,/,-3%,-3%,0.3%,-6%,5%,7%
Cc1cc(NC(=O)CSc2nc(=O)cc(N)n2-c2ccc(Cl)cc2)no1,6%,-6.6%,0,698,4%,-2%,-1.4%,-6%,-2%,-2%
COc1ccc(CCNC(=O)CCc2cc(OC)c(OC)c(OC)c2)cc1OC,/,/,/,/,5%,-9%,/,-5%,6%,/
N#CC1=C(N)N(c2ccc(Br)cc2)C2=C(C(=O)CCC2)C1c1cccnc1 (stereo not drawn),20%,-3.6%,-8,767,-14%,14%,-2.2%,0%,0%,-18%
CC1(C)NC(=O)N(CCOCCOc2cccc(Oc3ccccc3)c2)C1=O,12%,-4.8%,-17,750,-3%,3%,0.1%,-1%,-7%,17%
CN(C)S(=O)(=O)c1cccc(C(=O)Nc2cccnc2)c1,2%,-7.4%,-2,750,7%,8%,-0.4%,-8%,1%,-4%
Cc1ccc(S(=O)(=O)N(C)CC(=O)N2CCN(c3ccccn3)CC2)cc1,14%,1.5%,-4,752,-3%,-2%,-0.4%,-6%,-1%,-3%
Cc1nc2ccc(NC(=O)NC(=O)c3c(Cl)cccc3Cl)cc2o1,3%,/,6,594,6%,2%,/,-9%,15%,3%
COCCCN1C(=O)/C(=C\c2ccc3c(c2)OCO3)C(C(=O)OC)=C1C,-6%,-10%,6,720,0%,-14%,-0.6%,-2%,14%,-4%
O=C1c2ccccc2NC(c2ccc(-c3cccc(Cl)c3)o2)N1O (stereo not drawn),4%,-1.9%,-3,788,-51%,0%,2.5%,3%,-1%,-9%
Cc1cccc(C)c1NC(=O)C(Cl)=C(Cl)Cl,-3%,-4.3%,-33,616,-22%,1%,-0.4%,-6%,3%,-10%
COc1cc(NC(=O)CN(C)S(=O)(=O)c2ccc3nc(C)sc3c2)cc(OC)c1,5%,-3.1%,1,741,22%,1%,-1.1%,-2%,11%,0%
CCC(=O)Nc1ccc(NC(=S)NC(=O)c2cc3ccccc3o2)cc1,1%,-2.8%,-7,709,-3%,25%,-2.2%,0%,-5%,3%
Nn1c(SCC(=O)Nc2c(F)cc(F)cc2Br)nnc1C1CCCCC1,/,/,15,766,12%,6%,/,-5%,4%,/
CC(NC(=O)c1ccccc1Cl)C(=O)O (stereo not drawn),-7%,-2.4%,6,775,4%,-1%,3.4%,-10%,-1%,3%
O=C1CCCC(O)=C1C=NCc1ccccc1,7%,-5.7%,-43,618,13%,1%,-0.6%,-6%,6%,2%
CCOC(=O)CNc1nc(Cl)nc(N2CCCCC2)n1,8%,/,12,667,19%,6%,/,-3%,-2%,1%
Cc1nn(C(C)C(=O)NNC(=S)Nc2ccc(F)cc2)c(C)c1[N+](=O)[O-] (stereo not drawn),-1%,-5.9%,/,/,18%,-4%,-1.4%,-7%,3%,8%
CCCn1nnnc1SCC(=O)N1CCCC1,8%,-5.0%,-2,721,-2%,-3%,-0.2%,-3%,0%,-3%
CCOc1ccccc1C1NC(=O)NC(C)=C1C(=O)OC1CCCC1C (stereo not drawn),10%,-1.6%,-7,734,-4%,4%,-3.0%,0%,-2%,2%
O=C(CSc1ccc(-c2cccnc2)nn1)Nc1ccccc1,/,/,-11,685,8%,8%,/,-11%,-2%,/
Cc1ccc(C)c(CSc2nnc(-c3ccccn3)n2N)c1,4%,-10%,/,/,9%,16%,1.6%,-8%,0%,0%
Cc1ccc(N(C(=O)c2snc(C(N)=O)c2N)C(CC(C)C)C(=O)NC2CCCC2)cc1 (stereo not drawn),/,/,/,/,-39%,21%,/,0%,-9%,/
Cc1ccc(C(=O)O/N=C(\c2ccccc2)c2ccncc2)cc1,4%,-7.2%,28,708,-7%,-12%,-0.8%,0%,23%,0%
CC1CCN(c2ccc3nnc(CCC(=O)N4CCN(c5ccccc5F)CC4)n3n2)CC1,/,/,4,688,27%,6%,/,-2%,-1%,/
N#C/C(=C\Nc1ccc2c(c1)OCCO2)C(=O)NCc1ccco1,8%,/,1,710,4%,30%,/,4%,9%,5%
COc1ccc(NC(=O)CSc2nnc(-c3cccs3)n2C)cc1OC,0%,-0.2%,/,/,1%,-4%,-1.8%,-3%,2%,1%
CCCCn1c(=O)[nH]c(=O)c2c1nc(-c1ccc(-c3ccccc3Br)o1)n2CC,0%,-8.3%,/,/,4%,17%,0.4%,-3%,1%,28%
COc1ccc(-n2nnc3c(SCC(=O)NCc4ccco4)ncnc32)cc1,9%,-1.8%,/,/,2%,1%,-2.0%,-4%,5%,-2%
COCC(=O)N1CCCC(C(=O)c2ccc(-c3ccccc3)cc2)C1 (stereo not drawn),/,/,7,856,-1%,10%,/,-12%,2%,/
CCCOc1ccc(CN2CCOCC2)cc1OC,3%,/,1,785,0%,-14%,/,-8%,-4%,13%
COc1ccccc1-c1nnc2sc(C3CCCCC3)nn12,16%,0.6%,/,/,14%,3%,-1.3%,-12%,-2%,15%
O=C(NCCCn1ccnc1)c1cc(-c2ccccc2)on1,8%,-2.1%,10,689,-93%,1%,-0.2%,-11%,6%,11%
O=C(Nc1ccc(-c2nc3cccnc3s2)cc1)c1ccco1,10%,-6.9%,-15,606,-109%,37%,-3.2%,0%,7%,-13%
CCCCCCC(C)OC(=O)Nc1cccc2ccccc12 (stereo not drawn),-2%,/,-31,735,15%,15%,/,2%,0%,-3%
COc1ccc(CCNC(=O)CNS(=O)(=O)c2ccc(F)c(Cl)c2)cc1OC,/,/,-16,866,11%,6%,/,-9%,-7%,/
CCOC(=O)C(Cc1ccccc1)C(=O)Nc1ccc(N(CC)CC)cc1 (stereo not drawn),-1%,-18%,-11,561,1%,-17%,-0.9%,0%,2%,10%
CN(C(=O)c1cc2c(=O)n3ccccc3nc2s1)C1CCCCC1,/,/,-14,654,-43%,28%,/,-2%,4%,/
COc1cc(C2NC(=S)NC(C)=C2C(=O)Nc2cc(C)cc(C)c2)ccc1O (stereo not drawn),-2%,/,-6,715,9%,-28%,/,-5%,0%,-7%
O=C(NCCOc1ccccc1)c1ccccc1[N+](=O)[O-],5%,-10%,-10,672,-5%,0%,-1.1%,-6%,-3%,2%
O=C(Nc1ccc(Cl)cc1Cl)C1CCCO1 (stereo not drawn),/,/,2,805,-1%,-10%,/,-9%,12%,/
O=C(NC(=S)N(Cc1ccccc1)Cc1ccccc1)c1ccccc1F,1%,-4.4%,/,/,13%,7%,-1.7%,-1%,2%,-5%
CCc1nnc(NS(=O)(=O)c2ccc(NC(=O)c3ccc(Br)cc3)cc2)s1,/,/,13,766,3%,31%,/,-7%,6%,/
CCOC(=O)C1(CC2CCCCO2)CCN(C(=O)Nc2ccccc2SC)CC1 (stereo not drawn),-7%,-1.6%,-12,745,-6%,-3%,2.3%,-7%,6%,-4%
COc1ccc(/C=C(\NC(=O)c2cccs2)C(=O)NC(C)(C)C)cc1OC,/,/,-7,822,-5%,-3%,/,-8%,3%,/
Cc1nc(C(=O)N(C)C)nn1-c1ccc([N+](=O)[O-])cc1,3%,-20%,0,666,17%,-8%,1.9%,-6%,-2%,-5%
COc1ccc(-n2c(SCC(=O)N3CCOCC3)nc(O)c(Cc3ccccc3)c2=O)cc1,5%,-3.5%,-1,810,9%,-1%,-0.9%,-2%,11%,20%
Cc1nc2cc(NS(=O)(=O)c3cccc(F)c3)ccc2s1,6%,-2.3%,-12,589,5%,29%,-1.4%,-4%,0%,6%
COc1cccc(NC2=NCC(=O)N2Cc2cccs2)c1,0%,-1.5%,/,/,-9%,-7%,-1.3%,-6%,4%,-6%
# Later entries
SMILES,M1AAP inhibition,XIAP displacement,Hep lipid drop,Hep lipid drop cells 6.5 µM,NOD2 inhibition,AID2073,CSM14.1 death rescue,LYP inhibition,Siah-1 displacement,M17LAP inhibition
CC(C)N(Cc1cnn(C)c1)Cc1nc(-c2ccc(Cl)cc2)no1,/,-4.1%,5,707,10%,0%,8.5%,-10%,12%,/
CCc1cc(/C(Cc2ccccn2)=N\O)c(O)cc1O,0%,-6.0%,/,/,28%,0%,3.7%,-8%,6%,18%
CC(C)c1ccc2oc(-c3cc(N)ccc3O)nc2c1,-5%,0.2%,/,/,20%,21%,-5.9%,3%,-1%,19%
CN1C(=O)C2(C(C#N)=C(N)Oc3c2oc(CO)cc3=O)c2ccccc21 (stereo not drawn),-3%,-3.1%,-2,701,9%,-5%,-1.6%,-8%,3%,8%
O=S(=O)(NC1CCCC1)c1ccc(S(=O)(=O)N2CCc3ccccc32)cc1,5%,2.1%,-4,745,20%,8%,1.8%,2%,13%,-1%
C/C(=N\NC(=O)COc1cccc(C)c1)c1ccc2ccccc2c1O,/,/,1,701,43%,?,/,-4%,1%,/
Nc1n[nH]c(=S)n1-c1ccc(Cl)cc1,0%,/,-1,698,13%,-9%,/,-8%,-2%,-6%
CCOc1ncccc1C(=O)OCC(=O)c1cc(C)n(Cc2ccco2)c1C,12%,-3.3%,/,/,-50%,7%,-2.4%,-4%,5%,7%
Cc1cccc(/C(N)=N/OC(=O)COc2ccc(Cl)c(C)c2)c1,7%,-6.2%,2,719,-23%,3%,-3.9%,-14%,-2%,-23%
COc1ccc(S(=O)(=O)N(C)CC(=O)Nc2ccc3c(c2)OCO3)cc1OC,6%,-3.0%,2,748,-27%,-6%,-2.9%,-3%,-2%,-11%
CC1=CC(C)(C)N(C(=O)CSc2nnc(N)s2)c2ccccc21,5%,-6.0%,-31,595,-2%,-6%,-1.4%,-3%,2%,16%
COc1ccccc1-c1nc(-c2ccncc2)no1,-2%,-0.5%,/,/,-115%,5%,-2.5%,-4%,10%,1%

# Bioassay records: PubChem, several laboratories
